Assay outcomes (PubChem)
Nrf2 ARE act: activators of Nrf2 (ARE) signaling; AREc32 ARE-luciferase reporter (MCF7-derived line), luminescence, 24 h; Potency, µM (top dose mostly 46.1 µM), for the others: top-dose activation, usual class: activators; 410,000 compounds, 0.31% hits; further: potency means the concentration at half of the fitted maximal effect; % of control where 0% means no effect; nearly all actives have a fitted effect of over 65% in size
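ARE activation measured as luciferase luminescence (Steady-Glo, 30 min RT) in AREc32_Fluc cells after 24 hr compound exposure at 37 deg C, 5% CO2; cells seeded overnight at 1000/well in OPTI-MEM, 5% FBS.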
CCT modulator: modulators of cytosolic chaperonin (CCT/TRiC) activity; purified chaperonin ATPase assay, HTRF ADP detection, 30 min; activity change, % (no concentration beside the values), hits read low; 360,000 compounds, 0.3% hits; AID 651819; in the data active means activity change below about -30%; further: on the % scale 0 is the no-effect control and ±100 the full control effect
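Enzyme 40 or 20 nM (batch-dependent) in Tris pH 7.4/KCl/MgCl2/DTT; cpd 76 uM single point; ATP 10 uM; 30 min 37 °C; Transcreener ADP HTRF detection, 30 min RT; ratio 665/615.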
MmCpn inh: blocks the Methanococcus maripaludis chaperonin Mm-Cpn; purified Mm-Cpn ATPase, ADP Transcreener TR-FRET; Potency, µM (titrated, usually from 76.9 µM), for inactives: at the top dose activity, negative = inhibition, hits mostly inhibitors; 330,000 compounds, 0.031% hits; AID 504842; further: potency means the concentration at half of the fitted maximal effect; on the % scale 0 is the no-effect control and ±100 the full control effect; nearly all actives have a fitted effect of over 80% in size
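Measured: ADP formation by purified Mm-CPN. Conditions: 25 nM protein, 10 uM ATP, Tris pH 7.4 with Mg2+, K+ and DTT, 37°C for 30 min. Detection: Transcreener HTRF after 30 min at room temperature.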
A549 tox: kills or reduces viability of A549 cells in Nrf2 counter-screen; A549 ARE-Fluc cells, CellTiter-Fluor viability, 18-24 h; Potency, µM (series often up to 46 µM), for inactives: at the highest dose activity change, negative = cytotoxicity, actives largely listed as inhibitors; AID 504648; 390,000 compounds, 0.16% hits; further: potency means the concentration at half of the fitted maximal effect; on the % scale 0 is the no-effect control and ±100 the full control effect
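A549 ARE-Fluc cells in 5% FBS OPTI-MEM, 5000 cells/well, rested 2 h then exposed to compounds in concentration-response for 18-24 h at 37 °C. Viability by CellTiter-Fluor fluorescence (Ex 405/Em 525) after 30 min; luciferase luminescence (BugLite, 15 min, RT) read afterwards.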
TGFb inhibitor: inhibitors of TGF-b signaling; HepG2 CAGA-GFP TGF-b/SMAD3 reporter, GFP fluorescence, 18 h; TGF-beta stimulated, 500 pg/mL final; Potency, µM (doses to about 46.1 µM), for the others: top-dose activity, negative = inhibition, usual class: inhibitors; 410,000 compounds, 1.2% hits; further: potency means the concentration at half of the fitted maximal effect; on the % scale 0 is the no-effect control and ±100 the full control effect; nearly all actives have a fitted effect of over 65% in size
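Per well, imaged GFP fluorescence of HEPG2 CAGA-GFP cells gives the signal; cells get compound, then TGF-beta (500 pg/mL final), 18 h at 37 degrees C; %Activity versus -TGF-beta and +DMSO controls.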
HepG2 viability: counter-screen for TGF-b inhibitors: cytotoxicity in HepG2 cells | HepG2 CAGA-GFP viability, ATP luminescence, 18 h | AID 588856 | Potency, µM (doses to about 46.1 µM), for the others: top-dose activity change, negative = cytotoxicity, usual class: cytotoxic | 410,000 compounds, 0.76% hits; further: potency means the concentration at half of the fitted maximal effect; some results filed as inactive show a strong effect at the top dose
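CellTiter-Glo luminescence gave cytotoxicity after 18 hours at 37 degrees C. The cells were HepG2 CAGA-GFP in 1% FBS DMEM, stimulated with 500 pg/mL TGF-beta after compound addition. %Activity was normalised to no-cell wells (complete cell-killing) and DMSO (no toxicity), and curves were fitted and classified.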
Nrf2 block: blocks Nrf2 signaling; A549 ARE-Fluc reporter, luciferase luminescence, 18-24 h; Potency, µM (series often up to 46 µM), inactives show top-dose activity change, negative = inhibition, hits mostly inhibitors; 360,000 compounds, 2.1% hits; further: potency means the concentration at half of the fitted maximal effect; on the % scale 0 is the no-effect control and ±100 the full control effect; nearly all actives have a fitted effect of over 60% in size
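A549 ARE_Fluc cells (5000/well, 5% FBS OPTI-MEM) pre-incubated 2 h, then treated with compounds 18-24 h at 37C/5% CO2 in concentration-response. CellTiter-Fluor viability read first; BugLite luciferase luminescence after 15 min at room temperature gives Nrf2 activity.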
Akt phos inh: Akt phosphorylation inhibition. 360,000 compounds, 0.32% hits. activity change, % for hits at 50 µM. Neuro2A IGF-stimulated pAkt S473 HTRF, 20 min; active compounds read low; in the data active means activity change below about -80%; inconclusive means mostly about -51% to -80%; further: on the % scale 0 is the no-effect control and ±100 the full control effect
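Single-point screen (50 µM final compound) in Neuro2A cells stimulated 20 min with 6 nM IGF at 37 deg C. After lysis, Ser473-phosphorylated Akt read by HTRF (ex 330 nm, em 615/665 nm) as the 665/615 ratio.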
Abeta yeast res: restores growth of yeast expressing A-beta42 peptide | yeast expressing A-beta42, growth rescue, OD600, 48 h; response scale: 0% DMSO, 100% iron-clioquinol control | Potency, µM (top dose mostly 46.1 µM), for inactives: at the highest dose growth rescue, actives largely listed as activators | 410,000 compounds, 0.063% hits; further: potency means the concentration at half of the fitted maximal effect; nearly all actives have a fitted effect of over 55% in size
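Yeast A-beta toxicity model in growth medium with pinned compounds, 48 h at 30 C; growth read as absorbance at 600 nm. Normalized to FeCl3/clioquinol equimolar mix (positive) and DMSO (negative).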
The depositor's hits bear a star; i = inactive; ? = inconclusive; nt = no result given; [ ] = another dose, or the depositor's remark. Unless noted, the call rests on the fitted dose curve; in most records, active means well fitted curve in the direction sought with a large enough effect; inconclusive means small, poorly fitted or top-dose-only effect, or another doubt; inactive means no such curve, though single readings can be large; an effect the other way counts as inactive or inconclusive.

Start of the data: the first 3 records, ahead of the listing:
SMILES	Nrf2 ARE act	CCT modulator	MmCpn inh	A549 tox	TGFb inhibitor	HepG2 viability	Nrf2 block	Akt phos inh	Abeta yeast res
CC(=O)NC1(C(F)(F)F)NC(=O)N(CC(C)C)C1=O (stereo not drawn)	-0.5%	-2.0	0%	-1%	1%	0%	nt	i	12%[9.22 µM]
COc1ccc(NC(=S)N2CCN(S(=O)(=O)c3ccc(OC)cc3)CC2)cc1	0.9%	-0.4	-7%	3%	0%	-3%	17%	i	-6%
O=C(/C=C/c1c(Cl)cccc1Cl)n1cccn1	?	2.2	0%	-2%	?	-24%	-9%	i	-29%

Results, repeating the preview:
SMILES	Nrf2 ARE act	CCT modulator	MmCpn inh	A549 tox	TGFb inhibitor	HepG2 viability	Nrf2 block	Akt phos inh	Abeta yeast res
CC(=O)NC1(C(F)(F)F)NC(=O)N(CC(C)C)C1=O (stereo not drawn)	-0.5%	-2.0	0%	-1%	1%	0%	nt	i	12%[9.22 µM]
COc1ccc(NC(=S)N2CCN(S(=O)(=O)c3ccc(OC)cc3)CC2)cc1	0.9%	-0.4	-7%	3%	0%	-3%	17%	i	-6%
O=C(/C=C/c1c(Cl)cccc1Cl)n1cccn1	?	2.2	0%	-2%	?	-24%	-9%	i	-29%
CC1CCN(c2cc(N3CCC(C)CC3)c([N+](=O)[O-])cc2/C=C(\C#N)c2nn(-c3ccccc3)c(N)c2C#N)CC1	0.8%	-5.4	0%	-18%	0%	-11%	-27%	i	8%
CC(C)c1ccc(Oc2cccc3c2S(=O)(=O)N(C2CCCC2)CC(COCc2ccccc2)O3)cc1 (stereo not drawn)	0.4%	-0.6	nt	5%	6%	-21%	4%	i	-2%
Nc1c(C(=O)N/N=C/c2cccnc2)oc2nc(-c3ccco3)cc(-c3ccco3)c12	0.7%	-1.4	-6%	-12%	21%	-48%	-1%	i	1%
Cc1ccc(-c2csc3nc[nH]c(=O)c23)c(C)c1	-0.3%	-0.2	1%	5%	6%	4%	-4%	i	1%
CNc1ccc(S(=O)(=O)NC)cc1[N+](=O)[O-]	3.6%	-2.5	-3%	-3%	0%	6%	2%	i	-14%
CC(C)OC(=O)c1c(NC(=O)CCn2nnc3ccccc32)sc2c1CCCC2	0.0%	-1.6	-3%	0%	12%	-24%	1%	i	20%
COc1ccc2c(c1)cc1c(=O)n(CC(=O)NCCc3ccccc3)nc(C)n12	0.7%	nt	nt	-5%	-6%	8%	2%	nt	5%
CN(C)C(=O)c1ccc(NC(=O)Cn2nc(-c3ccccc3)c3ccccc3c2=O)cc1	0.0%	nt	nt	-3%	-1%	8%	11%	nt	1%
CCn1c2ccccc2c2cc(NC(=O)c3ccc(C)c([N+](=O)[O-])c3)ccc21	-0.3%	-3.9	3%	1%	7%	12%	14%	i	9%
COc1cnc(-c2ccccn2)nc1Oc1ccc(Cl)c2ccccc12	0.0%	1.6	1%	-20%	-17%	-38%	?	i	?
CC(C)Cn1c(=O)c2c(c3ccccc31)OC(C)C(=O)N2 (stereo not drawn)	6.8%	-2.1	3%	2%	9%	-13%	-8%	i	4%
COC(=O)c1ccc(CN2CCN(CCC(C)C)C(CCO)C2)cc1 (stereo not drawn)	-0.5%	-1.8	1%	0%	1%	-3%	-1%	i	9%
CC1=CC(C)(C)[N+](C)(C)c2ccccc21	0.0%	-0.6	-2%	-6%	1%	4%	-7%	i	20%
C=C1CC2(CC(c3ccccc3)OC(c3ccccc3)C2)OC1=O (stereo not drawn)	-3.8%	-3.2	nt	?	?	11µM*	?	i	-24%
COc1ccc(C(=O)NCC(=O)OCC(=O)NC(=O)NC2CCCCC2)cc1OC	-0.5%	-1.7	0%	3%	-2%	-44%	11%	i	-7%
O=C(CS(=O)(=O)c1ccc(Br)cc1)N1CCOCC1	-0.5%	-2.3	1%	1%	-19%	0%	8%	i	-9%
CCN(CC)c1ccc(C=C2C(=O)OC3(CCCCC3)OC2=O)cc1	-0.8%	-0.2	1%	2%	2%	-1%	14%	i	?
O=C(CNC(=O)c1cccc(-n2cnnn2)c1)Nc1ccc(F)c(F)c1	-0.8%	-2.1	-1%	0%	3%	-2%	-8%	i	-4%
CC1CCN(S(=O)(=O)c2cc(C(=O)NC3(C)CCS(=O)(=O)C3)ccc2Br)CC1 (stereo not drawn)	0.2%	0.9	-3%	0%	-16%	-29%	?	i	2%
Cc1nc2ccccc2c2oc(C(=O)N3CCN(C(=O)c4ccco4)CC3)cc12	2.9%	-2.2	0%	11%	-8%	-3%	?	i	6%
O=c1[nH]c2ccc(NC(=S)NC3CCCCC3)cc2[nH]1	0.4%	-1.9	1%	7%	12%	-91%	-15%	i	-13%
C#CCOCCOCCOCCNc1nc(N2CCN(C(=O)CCCCCCCCCCNC(=O)[C@@H](CCSC)n3cc(CCO)nn3)CC2)nc(N2CCN(C(=O)CCCCCCCCCCNC(=O)[C@H](CCC(=O)O)n3cc(CCCCCN)nn3)CC2)n1	0.2%	0.8	-1%	-13%	?	-1%	-5%	i	10%
COc1nccc(NCc2ccccc2)c1C#N	0.0%	0.3	nt	8%	10%	3%	-2%	i	17%
O=C(O)c1cc(-c2ccccc2)n[nH]1	7.9%	nt	-2%	1%	3%	-2%	15%	nt	8%
COCCN1C(=O)c2ccc(C(=O)NCc3cccnc3)cc2C1=O	1.4%	-0.1	1%	-3%	11%	-13%	15%	i	-29%
COC(=O)c1ccn(-c2nc(-c3ccco3)cc(C(F)(F)F)n2)n1	-0.6%	0.4	0%	-5%	2%	5%	-4%	i	5%
O=C(C1CCN(CCCc2ccccc2)CC1)N1CCCCC1	2.5%	-0.4	-3%	9%	0%	3%	6%	i	-6%
COc1ncnc2c1oc1ccccc12	9.6%	-1.2	3%	6%	14%	4%	?	i	-15%
COc1ccc(OCCCn2cccc2/C=C2/C(=N)N3OC(C)=CC3=NC2=O)cc1	0.8%	-0.9	0%	-16%	-27%	-23%	-21%	i	-13%
CCOC(=O)c1ccc(NCCc2ccc(OC)c(OC)c2)c(N)c1	5.8%	-6.7	-3%	-4%	0%	6%	-14%	i	25%
Cc1cc(N2CCN(C(=O)Nc3ccc(F)cc3F)CC2)c2ccccc2n1	2.0%	-2.2	0%	-13%	1%	-20%	-25%	i	-14%
CCOc1ccc(-c2cc(C(=O)N3CCCC3)c3ccccc3n2)cc1	4.0%	-1.4	-5%	3%	-2%	3%	?	i	2%
C=CC[C@@H](CC(=O)N[C@@H](CO)Cc1ccccc1)C(=O)NCCOC(=O)[C@@H](CC=C)Cc1ccc(F)cc1	3.5%	0.1	2%	-4%	7%	6%	9%	i	-3%
CCOC(=O)CSc1ccc2nnc(CCNS(=O)(=O)c3ccc(C)cc3)n2n1	-0.4%	-0.2	0%	8%	-8%	-7%	-1%	i	14%
Cc1ccc(C)c(S(=O)(=O)NCc2ccc(C(=O)NCc3ccccn3)cc2)c1	0.2%	-0.8	0%	-10%	33%[activator]	20%	nt	i	1%
COc1cc(C2CC(=O)OC3=C2C(=O)CC(C)(C)C3)cc(OC)c1OC (stereo not drawn)	-0.6%	-0.6	1%	-13%	18%	9%	3%	i	-8%
COCCCNC(=O)/C(C#N)=C/c1c(N2CCCCCC2)nc2ccccn2c1=O	2.1%	1.1	0%	-24%	4%	12%	-22%	i	6%
COc1ccc(C2c3c(oc4ccccc4c3=O)C(=O)N2CCN2CCOCC2)cc1OC (stereo not drawn)	5.4%	1.0	nt	-12%	1%	14%	-1%	i	10%
S=C(NCCN1CCOCC1)C(=S)NCCN1CCOCC1	3.7%	0.1	nt	0%	-7%	4%	-2%	i	-5%
CCCCn1c(CNC(=O)C23CC4CC(CC(C4)C2)C3)nnc1SC(C)CC (stereo not drawn)	6.3%	-1.8	1%	0%	?	-6%	-8%	i	21%
O=C(c1c(F)cccc1Cl)N(Cc1ccco1)C1CCS(=O)(=O)C1 (stereo not drawn)	-1.3%	0.8	nt	nt	1%	7%	nt	i	4%
C/C(CCc1ccccc1)=N\NC(=O)C1C2CCCCC21 (stereo not drawn)	0.8%	-0.2	1%	-2%	8%	6%	-3%	i	1%
O=C(Nc1cccc2ccccc12)OC1C=CS(=O)(=O)C1 (stereo not drawn)	?	0.2	-2%	1%	1%	2%	-13%	i	?
CC(C)[C@H](NC(=O)[C@@H]1CSC2c3ccccc3C(=O)N21)C(=O)NC1CCCC1 (stereo partly drawn)	1.7%	-0.3	5%	-4%	-8%	7%	-7%	nt	2%
Cc1nc(-c2ccc(S(=O)(=O)N3CCN(c4ccccc4F)CC3)cc2)co1	-1.0%	nt	nt	-6%	-20%	-7%	nt	nt	-12%
CC1CC(C)CN(C(=O)c2cc3c(s2)CCC3)C1 (stereo not drawn)	4.3%	-1.8	0%	1%	-2%	-5%	14%	i	-25%
COc1ccc2c(c1)CC(C(=O)NCCc1ccc(S(N)(=O)=O)cc1)CO2 (stereo not drawn)	-1.1%	nt	nt	6%	-6%	0%	nt	nt	10%
O=C(CCSCc1cccc(Cl)c1)N1CCN(c2ccc(Cl)cc2)CC1	3.0%	nt	nt	12%	?	-39%	nt	nt	29%
Cc1ccc(-c2nc3sc(CCNC(=O)c4ccc(Br)o4)c(C)n3n2)cc1	-1.6%	nt	nt	-21%	18µM*	-56%	nt	nt	-24%
NC(=O)C1CCN(C(=O)NC(=O)c2ccccc2)CC1	-0.9%	-1.0	-1%	2%	-1%	0%	2%	i	3%
